FECH inh: inhibitors of human ferrochelatase. calls only at 10 µM (by protocol). purified FECH, Ni-mesoporphyrin absorbance 550 nm. P22830. actives 3.3% (n = 20,000);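 active = enzyme reaction rate more than 3 SD below the solvent-only control wells on the same plate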;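 also: lower slope than DMSO wells means FECH inhibition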
Target sequence (P22830 whole entry, looked up): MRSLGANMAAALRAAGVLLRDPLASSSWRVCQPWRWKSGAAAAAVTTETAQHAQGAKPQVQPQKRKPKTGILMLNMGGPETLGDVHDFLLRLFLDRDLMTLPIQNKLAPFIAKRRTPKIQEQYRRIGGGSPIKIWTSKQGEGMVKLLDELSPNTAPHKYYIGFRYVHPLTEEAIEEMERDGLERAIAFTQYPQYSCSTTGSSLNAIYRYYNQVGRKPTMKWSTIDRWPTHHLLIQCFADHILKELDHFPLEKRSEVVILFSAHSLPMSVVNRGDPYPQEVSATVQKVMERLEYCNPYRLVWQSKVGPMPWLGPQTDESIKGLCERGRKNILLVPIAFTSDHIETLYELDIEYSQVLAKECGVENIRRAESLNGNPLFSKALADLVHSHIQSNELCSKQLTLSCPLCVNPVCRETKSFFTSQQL
Calls only.

Results for Cc1nonc1CN(C)Cc1ccc(C(=O)Nc2c(C)nn(C)c2C)cc1 ?
FECH inh: inactive

Results for O=C1CCS(=O)(=O)N1c1ccc(S(=O)(=O)NC2CCS(=O)(=O)C2)cc1 (configuration not stated) ?
FECH inh: inactive

What do the screens show for `CC1CCCCN1CCNC(=O)CC1CCN(S(=O)(=O)c2ccccc2)CC1` (configuration not stated)?
FECH inh: inactive

How did Cc1ccsc1-c1cn(CC2(C)CCCO2)nn1 (configuration not stated) do in these assays?
FECH inh: inactive

Results for COc1cccc(NCc2nc3nc4c(c(=O)n3[nH]2)CCC4)c1 ?
FECH inh: active

What do the screens show for `O=C(NCCc1nc2c(s1)CCCC2)c1cc(=O)c2ccccc2o1`?
FECH inh: inactive

Results for CCCc1cc(Sc2ccc(NS(=O)(=O)c3ccc(C)cc3)cc2)n2ncnc2n1 ?
FECH inh: inactive

How did Cc1nnsc1CN(C)C(=O)C(=O)c1ccco1 do in these assays?
FECH inh: inactive

What do the screens show for `Cc1nnnn1-c1ccc(Cc2n[nH]c(Cc3ccccc3)n2)cc1`?
FECH inh: active

What do the screens show for `Cc1ccc(OCC(=O)Nc2cccc(OCc3cc(=O)n4cc(Cl)ccc4n3)c2)cc1`?
FECH inh: inactive

Results for Cc1ccccc1S(=O)(=O)NCc1nc2cccnc2n1C ?
FECH inh: inactive

What do the screens show for `CCOc1ccc(CN(C(=O)c2cccc(-n3cnnc3)c2)C2CC2)cc1`?
FECH inh: inactive

Results for COc1ncccc1CN1CCOc2c(O)cc(-c3ccc(C)s3)cc2C1 ?
FECH inh: inactive

How did CN1CCC(O)(Cn2cnc3ccc(F)cc3c2=O)CC1 do in these assays?
FECH inh: inactive

How did CCOc1cc(Cl)c(CN2CCN(c3ccc(C)nn3)CC2)cc1OC do in these assays?
FECH inh: inactive

A section of the results above, for reference:
Results for Cc1ccccc1S(=O)(=O)NCc1nc2cccnc2n1C ?
FECH inh: inactive

What do the screens show for `CCOc1ccc(CN(C(=O)c2cccc(-n3cnnc3)c2)C2CC2)cc1`?
FECH inh: inactive

Results for COc1ncccc1CN1CCOc2c(O)cc(-c3ccc(C)s3)cc2C1 ?
FECH inh: inactive

How did CN1CCC(O)(Cn2cnc3ccc(F)cc3c2=O)CC1 do in these assays?
FECH inh: inactive

How did CCOc1cc(Cl)c(CN2CCN(c3ccc(C)nn3)CC2)cc1OC do in these assays?
FECH inh: inactive

(continued)
Results for CC(=O)Nc1c2n(c3ccccc13)CC(C)(C(=O)NC1CCCC1)N(C1CCCCC1)C2=O (configuration not stated) ?
FECH inh: inactive

How did COc1ccc(C)cc1-n1cnnc1C1CC(=O)N(C)C1 (configuration not stated) do in these assays?
FECH inh: inactive

Results for COc1cc2c(cc1CNC(=O)c1cnn3c1CCCC3)OCCO2 ?
FECH inh: inactive

What do the screens show for `O=C(NCCn1ccnc1)c1cn(CC2CCCNC2)nn1` (configuration not stated)?
FECH inh: inactive

How did COc1ccc(NC(=O)Cc2csc(NC(=O)Nc3cccc(Cl)c3)n2)cc1 do in these assays?
FECH inh: inactive

What do the screens show for `O=C(C1CCCN(c2ncnc3c2nc2n3CCCCC2)C1)N1CCOCC1` (configuration not stated)?
FECH inh: inactive

How did COc1ccc(-c2ccccc2-n2ccnc2-c2cnc[nH]2)cc1 do in these assays?
FECH inh: inactive

What do the screens show for `CCN(Cc1ccncc1)C1CCCN(C(=O)c2cc3cc(F)ccc3[nH]2)C1` (configuration not stated)?
FECH inh: inactive

What do the screens show for `Cc1nccc(N2CCCN(Cc3ccc(F)cc3)C(C(C)C)C2)n1` (configuration not stated)?
FECH inh: inactive

Results for CCS(=O)(=O)NCc1nc2cccnc2n1Cc1cccc(C)c1 ?
FECH inh: inactive

Results for COc1ccc(NC(=O)N2CCC(n3c(C)nc4cccnc43)CC2)cc1 ?
FECH inh: inactive

How did CS(=O)(=O)Nc1nc2n(n1)C(c1c(F)cccc1Cl)C=C(c1ccc(Cl)cc1)N2 (configuration not stated) do in these assays?
FECH inh: inactive

How did COc1ccc(NC(=O)N2CCN(CCn3c(C(F)(F)F)nc4cccnc43)CC2)cc1OC do in these assays?
FECH inh: inactive

What do the screens show for `CCc1cc(CN(C)c2ncc(F)c(N3CCOCC3)n2)on1`?
FECH inh: inactive

What do the screens show for `CCOC(=O)Cn1c(=O)n(-c2ccc(F)cc2)c2nc(-c3ccc(F)cc3)nc(C(N)=O)c21`?
FECH inh: inactive

What do the screens show for `CCn1c(CNS(=O)(=O)c2ccc(F)c(Cl)c2)nc2cccnc21`?
FECH inh: inactive

How did O=S(=O)(c1ccc(F)cc1)N1CCC(n2c(C(F)(F)F)nc3cccnc32)CC1 do in these assays?
FECH inh: inactive

What do the screens show for `COc1ccc(-c2nccc(CCC(F)(F)F)n2)cn1`?
FECH inh: inactive

What do the screens show for `CC(=O)NCC(=O)N1Cc2cnc(CC(C)C)nc2C1`?
FECH inh: inactive

What do the screens show for `Cc1cc(N(C)C)nc(N2CCN(S(=O)(=O)c3ccccc3F)CC2)n1`?
FECH inh: inactive

How did O=C(CNCC1(c2ccccc2)CCOCC1)Nc1cnccn1 do in these assays?
FECH inh: inactive

Results for CC(=O)Nc1ccccc1-n1cnnc1 ?
FECH inh: inactive

How did Cc1ccc(NS(=O)(=O)c2ccc3c(c2)CCN3C(=O)CCC(=O)N2CCOCC2)cc1Cl do in these assays?
FECH inh: inactive

What do the screens show for `COc1ccc(NC(=O)CN2c3ccc(C(C)C)cc3-c3ccccc3S2(=O)=O)cc1Cl`?
FECH inh: inactive

How did CC(=O)N1c2ccc(S(=O)(=O)N3CCOCC3)cc2CC1C(=O)NCCN1CCCC1 (configuration not stated) do in these assays?
FECH inh: active

Results for Cc1c[nH]c(CNC(=O)CCC(=O)NC2CCCCCC2)c(C)c1=O ?
FECH inh: inactive

Results for CCc1cc2c(cc3c(=O)n(CC(=O)NCCc4ccc(S(N)(=O)=O)cc4)nc(CC)n32)s1 ?
FECH inh: inactive

What do the screens show for `O=C(NCC1CC1)c1nc[nH]c1C(=O)NCc1ccccc1`?
FECH inh: inactive

How did O=C(NCCn1c(-c2ccncc2)nc2cccnc21)NCc1ccccc1 do in these assays?
FECH inh: inactive

How did CCOC(=O)CNS(=O)(=O)c1ccc(N2C(=O)CCS2(=O)=O)cc1 do in these assays?
FECH inh: inactive

How did Cc1ccc(-c2nnc(-c3nc(NCCCN4CCCC4=O)c4ccccc4n3)o2)cc1 do in these assays?
FECH inh: inactive

What do the screens show for `CNC(=O)[C@@H]1C[C@H](N)CN1C(=O)c1cc2ccc(OC)cc2n1C`?
FECH inh: inactive

How did C[C@@H](NC(=O)N1C[C@H](N(C)C)C[C@H]1CO)c1ccc(Cl)cc1 do in these assays?
FECH inh: inactive

How did CN(Cc1ccc2cccc(Cl)c2n1)Cc1ncc[nH]1 do in these assays?
FECH inh: inactive

How did CNc1ncccc1CN(Cc1ccccc1)Cc1nccs1 do in these assays?
FECH inh: inactive

What do the screens show for `O=C(CN1C(=O)C2CCCCN2C(=O)c2ccccc21)NC1CCCCCC1` (configuration not stated)?
FECH inh: inactive

What do the screens show for `CCc1cc(Sc2ccc(NC(=O)Nc3ccccc3)cc2)n2ncnc2n1`?
FECH inh: inactive

How did Cc1cc(N2CCCCC2)nc(N2CCN(S(C)(=O)=O)CC2)n1 do in these assays?
FECH inh: inactive

How did O=C(c1cc(Cn2ccc3ccccc32)[nH]n1)N1CC(N2CCOCC2)C1 do in these assays?
FECH inh: inactive

Results for CN(C)CCn1ccnc1-c1ccc(-c2nc3ccccc3n2C)o1 ?
FECH inh: inactive

Results for Cc1ccc(Nc2cc(C)nc(Nc3ccc(NC(=O)c4cc(C)cc(C)c4)cc3)n2)cc1 ?
FECH inh: inactive

How did Cc1nc(=O)[nH]c(C)c1CCC(=O)N1[C@@H]2CC[C@H]1CN(C)C(=O)C2 do in these assays?
FECH inh: inactive

What do the screens show for `COC(=O)[C@H]1C[C@@H](O)CCN1C(=O)CSc1ccccn1`?
FECH inh: inactive

Results for Cc1ncc(CO)c(CN(C)Cc2nc(C3CC3)no2)c1O ?
FECH inh: inactive

Results for O=C(CCC(=O)N1CCCCC1CCc1cccc(O)c1)NC1CCCC1 (configuration not stated) ?
FECH inh: inactive

What do the screens show for `C=CCOc1cccc(NC(=O)CN2c3ccc(Br)cc3-c3ccccc3S2(=O)=O)c1`?
FECH inh: inactive

What do the screens show for `Cn1c(=O)c(C(=O)NCCN2CCN(c3ccccc3F)CC2)nc2ccccc21`?
FECH inh: inactive

How did CCOc1ccc(C(=O)Nc2ccc(C)c(OCc3cc(=O)n4cccc(C)c4n3)c2)cc1 do in these assays?
FECH inh: inactive

What do the screens show for `CC(C)c1cc(CN(C)Cc2cn[nH]c2-c2ccc(F)cc2)no1`?
FECH inh: inactive

What do the screens show for `CN1C(=O)c2ccccc2Sc2cc(-c3noc(-c4ccco4)n3)ccc21`?
FECH inh: inactive

What do the screens show for `Cc1cc(NC(=O)C2CCCC2)n(-c2ncnc3c2cnn3-c2ccc(Cl)cc2)n1`?
FECH inh: inactive

Results for Cc1cc(F)ccc1NC(=O)CNC(=O)c1c(C)nc2sccn12 ?
FECH inh: inactive

What do the screens show for `CCOc1ccc(OCC)c(S(=O)(=O)N2CCN(c3nc(C)cc(Nc4ccc(OC)cc4)n3)CC2)c1`?
FECH inh: inactive

Results for CN1CCN(C(=O)c2ccccc2-c2ncc[nH]2)CC1C(=O)O (configuration not stated) ?
FECH inh: inactive

Results for O=C(c1c[nH]c(=O)cn1)N1CCCCC1CCn1ccnc1 (configuration not stated) ?
FECH inh: inactive

How did CCNc1nc(C)c(C(=O)N(Cc2ccccc2OC)C2CC2)s1 do in these assays?
FECH inh: inactive

What do the screens show for `CC(C)c1csc(C(=O)N2CC[C@@H]3CC[C@H](C2)N3C)n1`?
FECH inh: inactive

Results for Cc1cc2oc(=O)cc(C)c2cc1NC(=O)Cc1c[nH]c2ccccc12 ?
FECH inh: inactive

How did Fc1ccc(CN(Cc2ccncc2)Cc2ccc3[nH]ccc3c2)cc1 do in these assays?
FECH inh: inactive

Results for COc1ccccc1NC(=O)Nc1nc(CC(=O)NCc2ccccc2)cs1 ?
FECH inh: inactive

Sorted by heavy-atom count (low to high): some entries from above.
Results for Cc1cc2oc(=O)cc(C)c2cc1NC(=O)Cc1c[nH]c2ccccc12 ?
FECH inh: inactive

Results for COc1ccccc1NC(=O)Nc1nc(CC(=O)NCc2ccccc2)cs1 ?
FECH inh: inactive

What do the screens show for `C=CCOc1cccc(NC(=O)CN2c3ccc(Br)cc3-c3ccccc3S2(=O)=O)c1`?
FECH inh: inactive

(listing goes on)
What do the screens show for `COc1ccc(N2CCCS2(=O)=O)cc1NC(=O)c1ccc(OC(C)C)cc1`?
FECH inh: inactive

How did CCCc1cc(=O)[nH]c(SCc2nc(-c3ccccc3OC)oc2C)n1 do in these assays?
FECH inh: inactive

How did C#CCN(CC=C)C(=O)c1ccc(C(C)N2CCCCC2)o1 (configuration not stated) do in these assays?
FECH inh: inactive

Results for Cc1noc(CN(C)C(=O)CCN2CCCCO2)n1 ?
FECH inh: inactive

How did CCc1nnc(CNC(=O)C(c2cccc(C)c2)N(C)C)s1 (configuration not stated) do in these assays?
FECH inh: inactive

Results for CN(Cc1ccnc2ccccc12)CC1CC(=O)N(C2CCCC2)C1 (configuration not stated) ?
FECH inh: inactive

How did COc1ccc(N2C(=O)CCS2(=O)=O)cc1S(=O)(=O)Nc1cccc(Br)c1 do in these assays?
FECH inh: inactive

What do the screens show for `COCCN(Cc1ccc2c(C)cc(=O)oc2c1)Cc1ccccc1F`?
FECH inh: inactive

How did COc1ccc(N2C(=O)CCS2(=O)=O)cc1S(=O)(=O)N(Cc1ccccc1)C(C)C do in these assays?
FECH inh: inactive

What do the screens show for `COCCn1c(CNC(=O)c2ccc(OC)cc2)nc2cccnc21`?
FECH inh: inactive

How did CC(C)Cc1cc(C(=O)NCC(c2cccnc2)N2CCCC2)n(C)n1 (configuration not stated) do in these assays?
FECH inh: inactive

How did Cc1ccc(NC(=O)CN2C(=O)CN(C)C(=O)c3ccccc32)c(Cl)c1 do in these assays?
FECH inh: inactive

Results for CN1CCN(c2nc(Nc3ccc(Cl)cc3)c3cnn(-c4ccccc4)c3n2)CC1 ?
FECH inh: active

How did C=CCSC(C)C(=O)N1CCCN(C2CCCC2)CC1 (configuration not stated) do in these assays?
FECH inh: inactive

How did COCc1nc2cccnc2n1C1CCN(S(=O)(=O)c2ccc(OC)c(Cl)c2)CC1 do in these assays?
FECH inh: inactive

Results for Cc1nnc(-c2ccc(C(C)N3CCCCC3)cc2)s1 (configuration not stated) ?
FECH inh: inactive

How did O=C(Cc1ccccc1Cl)NCCn1c(CCc2ccccc2)nc2cccnc21 do in these assays?
FECH inh: inactive

How did COc1ccc(S(=O)(=O)N2CCN(Cc3nc4cccnc4n3-c3cccc(F)c3)CC2)cc1 do in these assays?
FECH inh: inactive

How did CCS(=O)(=O)N1CCN(Cc2nc3cccnc3n2-c2ccccc2)CC1 do in these assays?
FECH inh: inactive

What do the screens show for `CCc1cc(Sc2ccccc2NC(=O)Cc2ccc(Cl)cc2)n2nc(C)nc2n1`?
FECH inh: inactive

What do the screens show for `CCOc1ccc(-c2ccnc(CC3CCN(C)CC3)n2)cc1C(=O)O`?
FECH inh: inactive

What do the screens show for `CO[C@H]1COC[C@@H]1NCC(=O)Nc1cccc(F)c1C`?
FECH inh: inactive

What do the screens show for `Cc1nsc(NC(=O)N2CCC(CN)CC2)n1`?
FECH inh: inactive

Results for Cc1cccc(-c2cc(N3CCN(S(=O)(=O)c4ccccc4)CC3)ncn2)c1 ?
FECH inh: inactive

How did CC(c1cccc(-c2cccc(C(F)(F)F)n2)c1)N(C)C (configuration not stated) do in these assays?
FECH inh: inactive

Results for O=c1c2c3c(sc2ncn1CCc1n[nH]c2c1CCCC2)CNCC3 ?
FECH inh: inactive

Results for Cc1ccccc1-c1cc(O)c2c(c1)CN(C(=O)CCn1cnnc1)CCO2 ?
FECH inh: inactive

Results for Cc1ccc(C)c(NC(=O)NCCn2c(-c3ccncc3)nc3cccnc32)c1 ?
FECH inh: inactive

How did CC(CN(C)C(C)C)C(=O)N1CCc2onc(-c3ccc4c(c3)OCO4)c2C1 (configuration not stated) do in these assays?
FECH inh: inactive

Compound activity as filed in PubChem.

An excerpt. The share of hits here may be higher or lower than overall.
